# Bioassay records: PubChem, Broad Institute
# Rtt109 Vps75 – inhibitors of C. albicans Rtt109/Vps75 HAT, primary screen, biochemical, ThioGlo CoA-SH fluorescence, plate reader. purified Rtt109/Vps75, 4 h. inhibition, % at 34.9 µM. 0.16% of 330,000 active. AID 540336, 2011;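 active = inhibition of at least 50% in every replicate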
# CAL PDZ FP-1 – CAL PDZ peptide-binding inhibitors, primary screen, biochemical, fluorescence polarization, Cer-tagged CAL PDZ, HTS; purified CAL PDZ, TMR-peptide fluorescence polarization, 1 h; Golgi-associated PDZ and coiled-coil motif-containing protein (Homo sapiens), Q9HD26; AID 504414, 2011; inhibition, % at 20 µM; 0.02% of 330,000 active;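 active = highest replicate inhibition of at least 40%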;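 also: plate controls were DMSO neutral control wells for no effect and unlabeled competitor peptide control wells for full effect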
#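 material = purified tagged CAL PDZ domain construct (CerCALP) | compound dosing = 20 µM, one dose | times = 1 h at RT | measured by = fluorescence polarization from S- and P-plane intensities, G-factor corrected | read-out = inhibition from polarization loss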
# CAL PDZ FP-2 – untagged CAL PDZ binding inhibitors, primary screen, biochemical, fluorescence polarization, HTS; purified CAL PDZ, TMR-peptide fluorescence polarization, 1 h; inhibition, % at 24.9 µM; AID 602252, 2012; Golgi-associated PDZ and coiled-coil motif-containing protein (Homo sapiens), Q9HD26; 0.92% of 300,000 active;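 active = mean inhibition of at least 30% with at least half of replicates also reaching 30%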;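 also: 0% = DMSO neutral control and 100% = excess unlabeled competitor peptide PRC23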
# NSD2 HMT inh – NSD2 histone methyltransferase inhibitors, primary screen, biochemical, AlphaScreen, single concentration, set 2; Histone-lysine N-methyltransferase NSD2 (Homo sapiens), O96028; NSD2 peptide methylation, 120 min; inhibition, % at 12.5 µM; 0.54% of 310,000 active; AID 743445, 2014; in the data active = inhibition above about 50%
# MITF act – activators of MITF-driven TRPM1 promoter reporter, primary screen, cell-based, SK-MEL-5, luciferase, single point | activation, % at 12.5 µM | 0.75% of 300,000 active | SK-MEL-5 TRPM1-promoter luciferase, 24 h; % of positive control, neutral wells = 0;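 active = mean activation of at least 80% with every replicate also reaching 80%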;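 also: 0% = neutral control wells and 100% = parthenolide positive control wells; values of inactives mirror those of a sister screen read the other way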
# PvdQ inh – P. aeruginosa PvdQ acylase inhibitors, primary screen, biochemical, fluorescence, plate reader and imaging, single point; inhibition, % at 10 µM; purified PvdQ acylase; PvdQ acylase [Pseudomonas aeruginosa LESB58]; 0.063% of 340,000 active; AID 488965, 2010; in the data active = inhibition above about 30%, passing the limit was not always enough;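 also: 0% = vehicle neutral wells and 100% = reference inhibitor wells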
# dFosB act – activators of delta FosB homodimer, primary screen, biochemical, fluorescence polarization, TAMRA-CDK5 oligo, single point | Protein FosB (Mus musculus), P13346 | purified delta FosB; percent of positive-control signal above neutral wells | activation, % at 25 µM | 0.99% of 340,000 active | AID 493131, 2011;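 active = mean activation above about 17%, with every replicate also reaching it, limit read from the data, passing the limit was not always enough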;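 also: fluorescence polarization rise as delta FosB binds a TAMRA Cdk5 AP-1 oligo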
# Target sequence (P13346 whole entry, looked up): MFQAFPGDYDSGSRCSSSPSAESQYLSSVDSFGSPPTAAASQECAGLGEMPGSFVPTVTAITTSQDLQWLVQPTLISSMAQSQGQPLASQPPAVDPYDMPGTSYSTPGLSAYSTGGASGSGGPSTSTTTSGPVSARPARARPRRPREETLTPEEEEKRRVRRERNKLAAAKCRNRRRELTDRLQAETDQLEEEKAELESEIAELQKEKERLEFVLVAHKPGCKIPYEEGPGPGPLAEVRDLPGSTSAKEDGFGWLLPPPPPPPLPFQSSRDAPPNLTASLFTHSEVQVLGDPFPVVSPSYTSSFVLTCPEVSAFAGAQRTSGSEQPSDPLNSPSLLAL
# SR-BI DiI-HDL act – activators of SR-BI mediated DiI-HDL uptake, primary screen, ldlA[mSR-BI] CHO cells, DiI fluorescence. 3 h; 100 = double the neutral-control signal. activation, % at 12.5 µM. 0.096% of 320,000 active;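 active = mean replicate activation of at least 60% and every replicate at or above 60%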;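 also: 0% = median plate neutral-control signal and 100% = twice that signal; values of inactives mirror those of a sister screen read the other way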
#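 system = CHO ldlA[mSR-BI] cells, LDL receptor-null, SR-BI overexpressing | medium = Ham's F12 with 0.5% BSA, HEPES 25 mM, pH 7.4 | probe or stimulus = DiI-HDL 10 µg/mL | compound dosing = single-point compound dose | incubation = compound exposure 3 h, 37 °C | technique = DiI fluorescence, bottom read | read-out = cell-associated DiI fluorescence as measure of HDL uptake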
# PfHsp90 yeast 2 – growth inhibition of PfHsp90-expressing yeast, primary screen, antimalarial PfHsp90 inhibitor project, S. cerevisiae, BacTiter-Glo luminescence, single point, set 2; BacTiter-Glo ATP, 48 h; yeast lacking PDR1 and PDR3 efflux regulators; inhibition, % at 9.4 µM; 0.32% of 310,000 active;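 active = every replicate shows inhibition above about 80%, whatever the replicate mean, limit read from the data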;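 also: 0% = DMSO neutral controls and 100% = 20 µM radicicol positive controls; yeast relying on Plasmodium falciparum Hsp90 in place of its own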
# SR-BI DiI inh – inhibitors of SR-BI mediated HDL lipid uptake, primary screen, ldlA[mSR-BI] cells, fluorescence, single point; Scavenger receptor class B member 1 (Mus musculus), Q61009; ldlA[mSR-BI] CHO cells, DiI-HDL uptake fluorescence, 3 h; inhibition, % at 12.5 µM; 0.96% of 320,000 active; AID 488896, 2010;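 active = mean replicate inhibition of at least 70% and a set share of replicates each scoring 70 or more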;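 also: 0% = median of neutral control wells and 100% = median of positive control wells; values of inactives mirror those of a sister screen read the other way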
# Target sequence (Q61009 whole entry, looked up): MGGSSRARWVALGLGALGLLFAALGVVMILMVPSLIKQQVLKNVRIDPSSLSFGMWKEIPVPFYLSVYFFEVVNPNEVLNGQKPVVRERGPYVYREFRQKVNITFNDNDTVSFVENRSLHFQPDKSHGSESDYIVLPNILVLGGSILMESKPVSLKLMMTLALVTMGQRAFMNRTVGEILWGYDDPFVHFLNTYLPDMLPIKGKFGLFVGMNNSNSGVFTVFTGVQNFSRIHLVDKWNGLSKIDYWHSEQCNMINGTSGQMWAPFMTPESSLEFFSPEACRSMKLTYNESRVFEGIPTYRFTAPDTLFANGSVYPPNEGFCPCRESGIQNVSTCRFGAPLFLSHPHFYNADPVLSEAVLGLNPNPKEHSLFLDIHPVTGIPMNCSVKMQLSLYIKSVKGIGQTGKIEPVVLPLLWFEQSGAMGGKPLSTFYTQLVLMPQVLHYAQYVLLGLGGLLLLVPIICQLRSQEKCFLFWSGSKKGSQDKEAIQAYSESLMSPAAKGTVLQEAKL
# * hit, by the source's call; x = no result given.
# Value order – Rtt109 Vps75	CAL PDZ FP-1	CAL PDZ FP-2	NSD2 HMT inh	MITF act	PvdQ inh	dFosB act	SR-BI DiI-HDL act	PfHsp90 yeast 2	SR-BI DiI inh
N/C(=N\c1nc2ccccc2o1)NC(=O)c1ccccc1Br
 : -2	-0.8	x	-2	85*	-3	-5	-33	-23	33
COc1ccccc1C(=O)Nc1c(C)cc(Br)cc1C
 : x	-2.8	2	-6	-4	5	-1	-22	2	22
CCc1c(C)nc2ccc(Br)cc2c1SCCC#N
 : -3	-3.4	8	-6	6	-16	-10	-20	-2	20
C=CC[C@@H](CC(=O)N[C@@H](CO)Cc1ccccc1)C(=O)N[C@@H](C)COC(=O)[C@@H](CC=C)Cc1ccc(F)cc1
 : 6	0.1	1	x	-7	5	4	-23	-3	23
COc1ccc(OC)c(/C=N/Nc2cc(C)nc(N3CCOCC3)n2)c1
 : -4	0.4	x	0	x	-10	-8	-38	3	38
Cc1ccc(NC(=O)CCC(=O)NNC(=O)COc2ccccc2)cc1C
 : 3	0.2	-1	0	3	-12	8	-4	30	4
Cc1cc(C)nc(SCC(=O)Nc2ccc(S(=O)(=O)NCCO)cc2)n1
 : 2	-0.1	-2	-3	2	-8	0	-13	4	13
CCOC(=O)NC1(NC(C)C)Oc2ccccc2O1
 : -2	-1.4	1	0	6	-5	-4	17	0	-17
O=C(NS(=O)(=O)NC1CCCCC1)C1=C(N2CCCC2)COC1=O
 : 0	0.3	-2	x	1	-7	0	25	-17	-25
Cc1ccc(S(=O)(=O)c2cc(O)ccc2O)cc1C
 : 2	-3.3	1	1	-6	-12	3	5	-11	-5
CCOc1ncccc1C(=O)OCC(=O)Nc1cc(C(C)(C)C)ccc1OC
 : -1	-1.2	-4	0	-4	15	-5	-1	4	1
COc1ccc(N2CCN(C(=O)Cc3ncc(C(F)(F)F)cc3Cl)CC2)cc1
 : 4	-0.2	x	3	-7	-1	-4	-27	6	27
CCCCOc1ccccc1C(=O)N(Cc1ccco1)C1CCS(=O)(=O)C1 (stereo unspecified)
 : 1	-2.1	2	2	1	-11	-4	36	16	-36
CCN(CC)C(=O)C1CCCN(C/C=C/c2ccccc2[N+](=O)[O-])C1 (stereo unspecified)
 : -2	0.4	-3	0	x	-7	0	6	-1	-6
CC(=O)NC(=S)Nc1ccc(NC(=O)c2cccnc2Cl)cc1
 : -2	-0.5	-3	-1	16	-6	-2	10	9	-10
Cc1nc(CNS(=O)(=O)c2ccc3c(c2)OCCO3)cs1
 : 9	-1.6	-3	-2	-3	2	0	9	-5	-9
COc1ccccc1Nc1nnc(SCC(=O)N2CCCC2)s1
 : 1	-1.7	x	2	27	-1	-5	23	2	-23
COc1cc(/C=N/NC(=O)C[n+]2ccccc2)cc(OC)c1OC
 : -2	-2.9	-2	0	-4	-4	-6	14	-9	-14
CC/C(=N/NS(=O)(=O)c1ccc(Cl)cc1)c1ccc(O)cc1
 : -3	0.5	0	-1	2	-10	-10	22	-26	-22
c1ccc(Nc2ncnc3c2oc2ccccc23)cc1
 : 8	-3.2	-3	-5	11	-1	-32	-2	8	2
OC(CN1CCC(Cc2ccccc2)CC1)C(F)(F)F (stereo unspecified)
 : 10	-0.2	-2	8	-2	-7	0	-1	-9	1
Cc1nnc(SCC(=O)N2CC(=O)Nc3ccccc32)s1
 : -13	-0.6	-1	-1	7	-8	-6	9	15	-9
CC(C)CC(=O)Nc1cccc(-c2nc3ccccc3o2)c1
 : 8	-1.9	x	-2	22	-5	-5	-22	x	22
O=C(N/N=C\c1ccncc1)c1ccc(Cl)s1
 : -1	-2.8	-5	0	34	-17	-27	8	16	-8
COc1ccccc1-n1cnnc1SCC(=O)NC1CCS(=O)(=O)C1 (stereo unspecified)
 : -5	-4.4	-6	-2	0	-5	-18	4	-12	-4
CC(C)[C@H]1C(=O)Nc2ccccc2N1C(=O)N[C@@H](Cc1ccccc1)C(=O)N[C@@H](Cc1ccccc1)C(=O)O
 : -15	0.5	0	x	-7	-8	-1	-6	6	6
COCc1ccc(CN2CCC(C(=O)Nc3cccc(-c4cscn4)c3)CC2)o1
 : -2	-1.7	2	9	-16	-11	0	13	2	-13
CC(C)CCn1cnc2c1c(=O)n(C)c(=O)n2C
 : -1	-5.3	9	1	4	-8	-7	x	-12	x
Cc1ccccc1N1CC(C(=O)NC2CCCC2)CC1=O (stereo unspecified)
 : 0	-3.2	0	-6	2	-9	3	-11	-36	11
CCOCCN(C(=O)c1ccccc1Cl)c1cccc(C)c1C
 : -5	-0.9	x	3	x	-12	-7	8	-3	-8
COC(=O)C1=C(SC)N(c2ccccc2)C(c2ccccc2)CC1=O (stereo unspecified)
 : 10	0.3	-6	-2	11	6	1	6	-15	-6
CC(=O)Nc1ccc(S(=O)(=O)NCCC(=O)NCCOc2ccccc2)cc1
 : 5	0.9	-7	1	0	-10	3	24	2	-24
Cc1ccccc1-n1c(C)cc(/C=N/NC(=O)c2ccncc2)c1C
 : 0	-0.4	0	10	8	11	3	-39	6	39
O=C1OC(c2ccc(Cl)cc2)=C/C1=C/c1cccnc1
 : -4	-0.5	-4	-2	x	-5	2	-14	-6	14
CCCN(CC(=O)Nc1ccccc1OC)C(=O)c1nc2nc(C)ccn2n1
 : 6	0.8	-3	-3	-1	1	-2	8	10	-8
NS(=O)(=O)c1cccc(NC(=O)CSc2ncc(C(F)(F)F)cc2Cl)c1
 : 10	-2.1	-1	-1	-6	7	-4	-5	2	5
CCCCCCSc1ncc(C#N)c(N)n1
 : -4	-0.4	-5	-6	19	2	0	3	-32	-3
CC(C)c1ccc(NC2(C#N)C(=O)Nc3ccccc32)cc1 (stereo unspecified)
 : 0	0.1	-7	13	17	-10	-13	25	-6	-25
Cn1c(=O)c2c(nc(CCc3ccccc3)n2C)n(C)c1=O
 : -6	-0.8	-1	-2	2	-18	0	6	10	-6
Cc1ccc2[nH]c(=O)c(CN(CCO)C(=O)NCc3ccccc3)cc2c1
 : 8	-2.3	-1	-2	14	-11	-7	0	-4	0
CC(OC(=O)c1ccc(=O)n(Cc2ccccc2)n1)C(=O)Nc1cccc(Cl)c1 (stereo unspecified)
 : 2	-3.5	0	-1	1	0	-11	-2	x	2
O=C(CSc1nc(=O)n2ccccc2n1)NCc1ccc(F)cc1
 : 0	-2.4	-1	-2	1	-7	1	27	x	-27
CC(C)(C)OC(=O)[C@H](Cc1ccccc1)NC(=O)c1nc[nH]c1C(=O)NCc1ccccc1
 : 4	-0.4	0	x	-3	-12	-29	21	6	-21
CCOC(=O)[C@H]1[C@H]2COc3ccccc3[C@@H]2N2C(=O)c3cc(Cl)ccc3NC(=O)[C@@]12C
 : -3	1.0	-6	x	2	-3	4	-1	-14	1
COC(=O)C(Cc1ccccc1)NC(=O)C12CC3CC(CC(C3)C1)C2 (stereo unspecified)
 : 6	0.5	-6	-5	1	11	-13	27	-2	-27
OCCN(C=NC1=NN(c2cccc(C(F)(F)F)c2)CC1)CCO
 : 6	-0.5	4	-9	-3	8	2	6	-6	-6
CCOC(=O)C[C@H]1c2ccc(C(F)(F)F)cc2S(=O)(=O)N1C1CCCC1
 : -2	0.4	5	x	9	-10	3	10	13	-10
CCCc1c(C(=O)NNc2cc(C(F)(F)F)ccc2Cl)cnn1-c1ccccc1
 : 5	-2.0	-4	-2	x	-21	10	-1	-1	1
S=C(NCc1ccc(Cl)c(Cl)c1)NCc1ccco1
 : 5	-0.8	3	0	0	-10	-12	3	13	-3
COc1ccc(CC(=O)Nc2ccccc2N2CCOCC2)cc1OC
 : 5	-0.9	-4	-2	-10	12	-8	1	3	-1
COc1ccc(C2=NO[C@@H]3C(=O)N(c4ccc5c(c4)OCCO5)C(=O)[C@H]23)cc1OC
 : 1	0.4	-2	-1	x	-3	-2	26	-2	-26
COc1cc2c(cc1OC)-c1nnc(C)n1C(C)(C)C2
 : 10	-0.5	-1	0	x	-20	-5	8	-8	-6
COC(=O)c1ccc(CSc2nc3scc(-c4cccs4)c3c(=O)[nH]2)o1
 : 5	-2.9	x	0	-16	-2	-10	6	x	-6
c1ccc(-c2nc3c(ccc4ccccc43)[nH]2)nc1
 : 5	-2.5	-2	-2	17	-7	0	-21	-33	21
COc1ccc(CNC(=O)c2c(C)cc(=O)oc2C)cc1
 : -11	-1.7	-4	0	-1	-9	-3	19	1	-19
COc1cccc(S(=O)(=O)NCc2ccc(C(=O)N3CCN(Cc4ccccc4)CC3)cc2)c1
 : -2	-2.7	-3	2	-11	-10	-7	-9	28	9
Cc1sc2nc(COC(=O)c3cccc(OC(F)F)c3)[nH]c(=O)c2c1C
 : -5	-0.1	56*	-2	4	-13	-5	-4	18	4
CN(C)c1ccnc2sc3c(=O)n(-c4ccccc4)cnc3c12
 : 1	-2.1	-5	-1	x	-12	3	-47	4	47
O=C(c1ccccc1)N1N=C(c2ccc(F)cc2)CC1c1ccc(F)cc1 (stereo unspecified)
 : 7	2.2	-4	-1	5	-11	0	-2	-14	2
CCOc1ccc(OCCNC(=O)c2oc3ccccc3c2COC)cc1
 : 10	0.1	-5	3	2	-4	-5	-17	-15	17
COc1cccc(CNC(=O)CSc2cc(=O)n(C)c3ccccc23)c1
 : 3	-0.5	2	1	-6	-8	-3	9	-9	-9
CCN(CC(=O)NCc1cccs1)C(=O)c1ccc(S(=O)(=O)Nc2ccccc2Cl)cc1
 : 0	-0.9	-4	5	-4	3	-1	3	x	-3
O=S(=O)(NCc1ccc2c(c1)OCO2)c1cnc[nH]1
 : -4	-0.3	-2	x	x	-12	0	-26	18	26

# Profiles from above.
# O=C(N/N=C\c1ccncc1)c1ccc(Cl)s1 is entered as Rtt109 Vps75 = -1; CAL PDZ FP-1 = -2.8; CAL PDZ FP-2 = -5; NSD2 HMT inh = 0; MITF act = 34; PvdQ inh = -17; dFosB act = -27; SR-BI DiI-HDL act = 8; PfHsp90 yeast 2 = 16; SR-BI DiI inh = -8
# CCN(CC(=O)NCc1cccs1)C(=O)c1ccc(S(=O)(=O)Nc2ccccc2Cl)cc1 is entered as Rtt109 Vps75 = 0; CAL PDZ FP-1 = -0.9; CAL PDZ FP-2 = -4; NSD2 HMT inh = 5; MITF act = -4; PvdQ inh = 3; dFosB act = -1; SR-BI DiI-HDL act = 3; PfHsp90 yeast 2 = x; SR-BI DiI inh = -3
